High-throughput results: PubChem BioAssay, several laboratories
GSK3B inh – blocks human GSK3beta kinase activity; GST-GSK3beta kinase, ADP-Glo luminescence, 60 min; hits give low values; activity score (negative = inhibition), % at 10 µM; 300,000 tested, 0.038% active; AID 2097; P49841;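 active means more than half of replicate wells score below -50%, meaning over 50% inhibition versus plate controls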;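 further: 0% = median DMSO wells and -100% = median GW8510 positive control wells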
Target sequence (P49841 whole entry, looked up): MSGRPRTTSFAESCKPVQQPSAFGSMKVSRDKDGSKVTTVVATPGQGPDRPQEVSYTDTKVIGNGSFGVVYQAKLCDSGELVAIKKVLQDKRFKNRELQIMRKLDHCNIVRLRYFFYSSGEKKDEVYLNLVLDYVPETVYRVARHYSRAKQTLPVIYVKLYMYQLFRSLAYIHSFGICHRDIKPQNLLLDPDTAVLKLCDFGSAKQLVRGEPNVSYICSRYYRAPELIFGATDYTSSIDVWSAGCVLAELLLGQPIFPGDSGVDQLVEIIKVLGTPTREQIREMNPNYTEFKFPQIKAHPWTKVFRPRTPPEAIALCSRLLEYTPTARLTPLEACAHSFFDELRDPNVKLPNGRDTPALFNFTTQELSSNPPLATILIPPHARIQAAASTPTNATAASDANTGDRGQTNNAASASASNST
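Test system – GST-tagged human GSK3beta kinase, cell-free · Incubation – 60 min enzyme reaction, room temperature · Signal – ADP-Glo luminescence · Also added – peptide substrate and ATP at 25 µM · Controls – DMSO neutral wells and GW8510 at 20 µM as positive · Buffer or medium – Tris/MgCl2 kinase buffer · Measure – Luminescence-derived activity versus plate DMSO and GW8510 wells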
GSK3 alpha inh – inhibitors of human GSK-3 alpha kinase | inhibition, % at 10 µM | AID 2650 | ADP-Glo luminescence, 60 min | 320,000 tested, 0.1% active | P49840;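 in the data active means inhibition above about 50%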;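 further: GST-tagged GSK-3 alpha with peptide substrate and 25 µM ATP; 0% = DMSO neutral wells and 100% = GW8510 positive control wells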
Target sequence (P49840 whole entry, looked up): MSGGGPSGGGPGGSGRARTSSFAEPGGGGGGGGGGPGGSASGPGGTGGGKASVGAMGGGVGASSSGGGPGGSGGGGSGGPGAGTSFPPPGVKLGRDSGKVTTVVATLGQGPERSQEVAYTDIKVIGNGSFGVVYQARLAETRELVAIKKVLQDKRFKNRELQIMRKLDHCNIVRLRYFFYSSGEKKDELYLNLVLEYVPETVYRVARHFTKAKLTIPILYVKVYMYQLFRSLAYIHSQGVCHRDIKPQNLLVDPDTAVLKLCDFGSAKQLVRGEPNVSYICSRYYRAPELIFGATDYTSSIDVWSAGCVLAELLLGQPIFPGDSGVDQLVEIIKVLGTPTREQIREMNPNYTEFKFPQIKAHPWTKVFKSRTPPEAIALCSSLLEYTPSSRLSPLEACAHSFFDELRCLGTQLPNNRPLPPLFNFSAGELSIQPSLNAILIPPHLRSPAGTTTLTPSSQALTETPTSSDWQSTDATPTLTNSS
HSF1 activator – increases HSF-1 driven luciferase reporter signal | 300,000 tested, 1.7% active | NIH3T3-HGL HSF-1 luciferase reporter, MG132, 8 h; 100% = twice DMSO control signal | activation, % at 9 µM;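 active means mean replicate activation of at least 50% with a set share of replicates each reaching 50%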;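 further: 0% = median of the neutral control wells and 100% = twice that signal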
DYRK1A inh – Dyrk1A (rat) kinase inhibition; Q63470; ADP-Glo luminescence, NFATc1 peptide; inhibition, % at 12.5 µM; 310,000 tested, 0.43% active; AID 504441; in the data active means inhibition above about 50%;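 further: plate controls were vehicle with enzyme for no effect and no enzyme for full effect; many of its hits are not listed in these tables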
HSP90 refold inh – HSP90 refolding inhibition in rabbit reticulocyte lysate; luciferase refolding luminescence, 3 h; inhibition, % at 5.6 µM; 290,000 tested, 0.91% active; AID 1789;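 active means inhibition above the screen-wide mean plus 3 SD, computed separately per campaign, cut at about 16% in these data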;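 further: 0% = DMSO wells and 100% = 60 µM geldanamycin wells; inhibitors lower the luminescence because luciferase stays unfolded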
KLF5 inh – suppresses KLF5 promoter-driven expression. AID 1700. DLD-1 KLF5 promoter-luciferase reporter, luminescence. 290,000 tested, 0.23% active. inhibition, % at 5 µM;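 active means inhibition above a per-plate limit of that plate's mean compound inhibition plus 3 SD, cut at about 60% in these data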;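 further: 0% = DMSO wells and 100% = LY294002 at 200 µM; higher means less KLF5 promoter-driven luciferase light; inactives centre near -14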
HSF1 inh – HSF1 inhibition. NIH3T3-HGL HSE-luciferase, MG132-induced, luminescence 8 h; hits give low values. activity change, negative = inhibition, % at 7.5 µM (by protocol). 300,000 tested, 0.77% active. AID 2098;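 active means more than half of replicate wells show activity change below -50%, luminescence cut by over half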;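 further: luciferase reports HSF-1 transcriptional activity via heat shock element; 0% = median of DMSO wells and -100% = zero luminescence signal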
Platelet DG rel – platelet dense granule release activity; human platelet-rich plasma, SFLLRN dense granule ATP release, luminescence; inhibition, %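 (compounds screened at 7.5 µM in platelet-rich plasma)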; 300,000 tested, 0.22% active;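 active means mean replicate score, as percent of positive control, at or above 50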
aSyn UTR inh – 5' untranslated region of α-synuclein, MLPCN primary screen; alpha-synuclein 5'UTR reporter, inhibitor activity; inhibition, % (tested at 7.5 µM); 300,000 tested, 0.82% active; AID 1813; in the data active means inhibition above about 60%;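 further: H4 neuroglioblastoma cells stably carrying SNCA 5'UTR luciferase fusion; 0% = DMSO wells and 100% = positive control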
IEC-6 tox – kills IEC-6 intestinal cells in KLF5 counter-screen; IEC-6 cytotoxicity, luminescence viability; inhibition, % at 5 µM; AID 1825; 290,000 tested, 0.78% active; in the data active means inhibition above about 22%;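 further: 0% = plate median of test compound wells and 100% = cytotoxic reference compound wells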
* marks the source's active call; other numbers are inactive results; nt = not tested or not shown.

SMILES	GSK3B inh	GSK3 alpha inh	HSF1 activator	DYRK1A inh	HSP90 refold inh	KLF5 inh	HSF1 inh	Platelet DG rel	aSyn UTR inh	IEC-6 tox
CCCc1ccc(Oc2cc(NN3CCCCC3)c([N+](=O)[O-])cc2[N+](=O)[O-])cc1	2	-3	2	3	-5	11	-2	-4	13	-4
Cc1ccc(S(=O)(=O)N2CCCCC2)cc1NC(=O)COC(=O)Cc1cccc(C(F)(F)F)c1	-1	0	2	-4	0	-19	-1	2	7	6
O=C(O)CCCN1C(=O)C2C3c4ccccc4C(c4ccccc43)[C@@H]2C1=O (stereo partly specified)	5	-1	9	-1	-4	-22	0	0	-4	4
Cc1ccc(C)c(NC(=O)CCN2CCN(c3ccccc3F)CC2)c1	-3	0	11	5	-4	-20	2	9	6	-2
COC(=O)c1cc(=O)n(Cc2ccco2)c(=Nc2ccc(F)cc2)s1	-4	0	31	-1	3	-24	21	-6	-12	-6
CC(=O)Oc1cc2c(C(=O)NCCN3CCOCC3)c(C)oc2c2ccccc12	-1	nt	47	10	-1	-28	34	1	-25	-2
Cc1ccc(C(=O)Nc2c(C)cc(-c3ccccc3)oc2=O)cc1	-1	-2	2	-7	-3	-4	-2	14	18	-3
O=C(Nc1ccccn1)c1ccc2ccccc2c1O	2	nt	38	3	-2	-179	18	9	-144	4
COc1ccc(NC2=CC(=S)NC(C)(C)C2)cc1	-1	7	-7	nt	4	-14	-6	-4	-6	-1
CCN(Cc1ccccc1)C(=O)c1cc2c(=O)oc3ccc(C)cc3c2s1	1	nt	21	9	4	2	20	2	-1	4
COc1ccc(S(=O)(=O)N2CCN(c3ncccn3)CC2)cc1[N+](=O)[O-]	0	1	14	3	-5	-33	1	-21	-1	-7
CC(=O)c1cccc(NC(=O)C2COc3ccccc3O2)c1 (stereo unspecified)	0	0	-3	-2	0	-14	3	-1	-134	-2
CC1(C)Cc2c(cnn2-c2ccc(F)cc2)C(NC(=O)C(C)(C)O)C1 (stereo unspecified)	4	-2	-1	0	-6	-2	-1	-4	18	-2
CCOc1ccc(-n2c(SCC(=O)Nc3cc(C(=O)O)ccc3Cl)nc3ccccc3c2=O)cc1	3	0	-16	11	-4	-12	-7	4	49	2
CN(/N=C/c1ccc(O)cc1O)c1nc(-c2ccccc2)cc(-c2ccccc2)n1	2	-6	-5	2	-6	10	-1	-4	-7	2
Oc1c(Br)cc(Br)cc1C=Nc1ccc2c(c1)OCO2	-4	7	nt	26	1	-2	nt	2	-66	-3
CC(C)C(=O)Nc1ccc(C(=O)NNC(=S)NC(=O)c2ccccc2[N+](=O)[O-])cc1	0	0	-4	5	1	-35	-1	-24	-2	0
Cc1ccc(NS(=O)(=O)c2c(C)[nH]c(C)c2C(=O)N2CCCCC2)c(Cl)c1	0	-1	3	nt	-6	-5	-3	-2	8	3
CN1C(=O)C2(C(C#N)=C(N)N(c3ccc(Cl)cc3)C3=C2C(=O)CC(C)(C)C3)c2ccccc21 (stereo unspecified)	-2	1	nt	2	37*	-76	nt	-1	3	5
Cn1cnnc1SCCNS(=O)(=O)c1ccccc1	0	1	-8	-4	3	-13	0	-1	11	5
O=C(Nc1ccc(NC(=O)c2cc3ccccc3o2)cc1)c1ccco1	-3	-2	-2	-4	0	-12	7	-2	-95	-4
CC12CCC(C(=O)N(CC(O)CN3CCCCC3)C1=O)C2(C)C (stereo unspecified)	0	1	3	5	4	-8	-1	2	-24	4
COc1ccc(NC(=O)c2ccc3c(=O)n4c(nc3c2)CCCCC4)cc1	2	2	1	2	-7	-26	5	18	-14	-6
O=C1CC2C(CC(OC(=O)c3ccc(-c4ccccc4)cc3)C2CO)O1 (stereo unspecified)	2	1	35	-2	4	-57	19	9	-52	2
CC(=O)Nc1cc2c(cc1NC(=O)Cn1nc(-c3ccc4c(c3)OCCO4)ccc1=O)OCCO2	2	0	10	0	-1	-5	-2	-49	12	-4
CCN1CCN(c2ncnc3c2cnn3-c2ccc(Cl)cc2)CC1	2	-5	8	12	nt	nt	-3	11	-63	nt
CCOC(=O)/C=c1\s/c(=C\c2c(OCC)ccc3ccccc23)c(=O)n1CC(=O)NCC1CCCO1 (stereo unspecified)	4	4	-3	10	-3	-2	8	3	22	6
CCOc1ccccc1NS(=O)(=O)c1ccc2c(c1)NC(=O)CCS2	-1	-1	10	-3	-3	-16	-5	8	14	0
O=C(O)C1Cc2ccccc2CN1S(=O)(=O)/C=C/c1ccccc1 (stereo unspecified)	-2	-7	10	-3	2	1	0	1	-11	-1
CCCc1nc2ccccc2n1C(=S)SC	1	-2	6	-5	1	-9	5	-3	13	-3
N#CCC(=N)N1CCN(c2ccccc2Cl)CC1	0	1	-8	8	0	6	-6	7	0	-8
CN(C)c1cccc2c1c(NC(=O)Nc1ccccc1)nn2C	1	-3	-1	nt	1	9	-7	-4	37	0
Cc1ccc(NC2=NCCC2)cc1Cl	-1	1	-5	-2	0	-17	-7	2	-19	-3
O=C(c1cc(COc2cccc(C(F)(F)F)c2)on1)N1CCC(c2ccncc2)CC1	0	-1	3	-2	-3	-57	2	1	-34	5
Cc1nc(-c2ccc([N+](=O)[O-])cc2)nc2[nH]ccc(=O)c12	3	-4	33	-2	-2	-165	20	1	-202	3
CCn1nccc1C(=O)Nc1nc2ccccc2n1CCN1CCCCC1	-12	9	-18	1	2	0	1	9	10	2
O=C(COC(=O)CN1C(=O)COc2ccccc21)NC1CCCCC1	0	1	-3	-8	nt	nt	-2	nt	7	nt
CCc1ncc(CN2CCCC(C(=O)Nc3cccc(-c4ccc(F)cc4)c3)C2)cn1 (stereo unspecified)	1	-5	21	-9	0	-10	21	6	19	-1
CN1CCN(c2ccc(NC(=S)NC(=O)c3cccc4c(Cl)cccc34)cc2)CC1	1	-1	-18	7	-1	-45	-6	3	-128	-7
C/C(=N/NC(=O)CCc1ccccc1)c1ccco1	1	0	6	2	2	1	-5	-5	-16	-2

Whole records as entered above.
Profile of Cc1ccc(NC2=NCCC2)cc1Cl : GSK3B inh: -1; GSK3 alpha inh: 1; HSF1 activator: -5; DYRK1A inh: -2; HSP90 refold inh: 0; KLF5 inh: -17; HSF1 inh: -7; Platelet DG rel: 2; aSyn UTR inh: -19; IEC-6 tox: -3
Profile of CC12CCC(C(=O)N(CC(O)CN3CCCCC3)C1=O)C2(C)C (stereo unspecified) : GSK3B inh: 0; GSK3 alpha inh: 1; HSF1 activator: 3; DYRK1A inh: 5; HSP90 refold inh: 4; KLF5 inh: -8; HSF1 inh: -1; Platelet DG rel: 2; aSyn UTR inh: -24; IEC-6 tox: 4

Following part.
SMILES	GSK3B inh	GSK3 alpha inh	HSF1 activator	DYRK1A inh	HSP90 refold inh	KLF5 inh	HSF1 inh	Platelet DG rel	aSyn UTR inh	IEC-6 tox
CN(CC(=O)NCC(c1ccco1)N1CCCCC1)S(=O)(=O)c1ccc(Cl)cc1 (stereo unspecified)	2	-3	6	11	nt	nt	-7	10	5	nt
CC(=O)NC1=NN(C(C)=O)C2(S1)C(=O)N(C(C)C)c1ccc(C)cc12 (stereo unspecified)	1	1	3	4	-1	-17	0	-2	16	-3
O=C(CSc1nnnn1-c1ccccc1)Nc1nsc(-c2ccccc2)n1	6	2	1	-3	2	-15	5	11	-9	2
CCc1cccc2c(SC(C)C(=O)NCC3CCCO3)nc(-c3ccccc3)nc12 (stereo unspecified)	0	2	-13	-8	2	-54	5	8	18	-3
O=S(=O)(NCCc1ccccc1F)c1cccc(S(=O)(=O)N2CCOCC2)c1	-2	8	6	-6	0	-23	-1	6	3	-2
CCCCc1nnc(NC(=O)C(C)Sc2nc(O)c(Cc3ccccc3)c(=O)[nH]2)s1 (stereo unspecified)	-1	-4	10	-1	1	-34	2	-3	5	5
O=C(NCc1ccco1)c1cc(NS(=O)(=O)c2cccc([N+](=O)[O-])c2)ccc1O	1	-2	13	9	0	-2	9	-5	4	-4
O=C(CCC(=O)N1CCN(S(=O)(=O)c2ccc(Cl)cc2)CC1)NC1CCCc2ccccc21 (stereo unspecified)	-1	-1	-19	-3	1	-34	5	4	8	2
CC(Sc1nc2sc3c(c2c(=O)n1-c1ccccc1)CCCC3)C(=O)O (stereo unspecified)	2	-5	-14	4	0	-16	3	4	16	-6
CCC1(c2ccc(F)cc2)NC(=O)N(CC(=O)Nc2cc(S(=O)(=O)N(C)C)ccc2Cl)C1=O (stereo unspecified)	8	-1	25	5	3	-25	2	3	14	-2
O=C1c2ccccc2C(O)N1c1cccnc1 (stereo unspecified)	-1	1	0	1	0	0	3	21	-17	-3
NC(=O)C1(N2CCCCC2)CCN(CC(=O)Nc2cc(Cl)ccc2Cl)CC1	3	nt	2	6	-1	-21	-2	3	10	1
Cc1ccnc2c(N3C(=O)C4C5c6ccccc6C(c6ccccc65)C4C3=O)cccc12 (stereo unspecified)	0	2	-6	-4	3	-1	-3	-3	44	6
Cc1ccc(S(=O)(=O)N2CCc3cc4c(cc3C2C)OCCCO4)cc1 (stereo unspecified)	-1	-1	7	2	0	-10	-1	-8	-24	5
CCOc1cc(C(=O)N2CCN(c3ccccn3)CC2)cc(OCC)c1OCC	0	-3	-3	12	-2	-16	-3	-3	-4	0
Cc1ccn(C(=O)c2cc3ccccc3oc2=O)n1	-5	0	5	nt	-6	-10	-6	-1	5	0
CC(C)[C@H](NC(=O)c1cc2cc(Cl)ccc2n1C)C(=O)N[C@@H](C(=O)O)c1ccccc1	1	-7	1	10	1	-20	-4	3	-9	-3
COc1ccc(C2/C(=C(/O)c3ccc(C)cc3)C(=O)C(=O)N2C)c(OC)c1 (stereo unspecified)	1	0	-6	-2	-1	-21	-5	8	16	1
Cc1ccc(-c2nn(CC(=O)NN3CCOCC3)c(=O)c3ccccc23)cc1	-3	1	-3	nt	1	-10	1	-31	-28	1
CN(CCc1ccccn1)C(=O)CCC1CCCN(C(=O)c2cscn2)C1 (stereo unspecified)	1	-3	-12	-2	1	-12	9	-2	10	-1
Nc1cc(Cl)ccc1C(=O)OCC(=O)NC1CCCCC1	2	nt	-2	nt	0	13	2	3	-20	-6
CC1=CC(C)(C)N(C)C(=O)N1c1ccc(Cl)cc1	5	4	2	2	2	-20	-2	-3	-23	-5
c1ccc2cc(-c3csnn3)ccc2c1	-5	0	8	25	1	-44	9	24	-74	2
CCOC(=O)N/N=C/c1ccc(OCCSc2ccc(Cl)cc2)c(OC)c1	2	2	33	-8	0	10	14	-2	-20	-4
O=C(Cc1cccs1)NCCN1CCOCC1	-1	-2	-3	-5	6	0	-3	-3	11	-4
COc1ccc(-c2cn(-c3ccc(OC)cc3)c3[n+]2-c2ccccc2CC3)cc1	1	6	-14	2	1	-31	0	0	0	25*
CN1CCN(S(=O)(=O)c2ccc(NC(=O)C3CCCCC3)cc2)CC1	2	0	7	-6	-3	10	-1	-3	3	0
Cc1noc(/C=C/c2ccccc2F)c1S(=O)(=O)N1CCC(C(=O)N2CCN(C)CC2)CC1	2	-1	-5	-6	0	-16	-1	25	-32	-4
COc1ccc(C(=O)N/N=C/c2ccc3cccc(O)c3n2)cc1	-10	10	9	10	3	-36	4	-3	-14	-1

Only part of the results is shown; count on the stated rates, not on these rows.
